phage Ecoli inh – E. coli growth loss with phage present; inhibition, % at 11.9 µM; hit rate 0.26% among 360,000; AID 651602; growth absorbance; in the data active = inhibition above about 11%
PfHsp90 set2 – inhibits growth of yeast expressing Plasmodium falciparum Hsp90; AID 504621; inhibition, % at 9.4 µM; hit rate 0.32% among 310,000; S. cerevisiae expressing PfHsp90, BacTiter-Glo ATP, 48 h; yeast lacking PDR1 and PDR3 efflux regulators;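 active = every replicate shows inhibition above about 80%, whatever the replicate mean, limit read from the data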;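 note: 0% = DMSO neutral controls and 100% = 20 µM radicicol positive controls; yeast relying on Plasmodium falciparum Hsp90 in place of its own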
HTR5A ag ctr – counter-screen for OPRM1-OPRD1 agonists: human HTR5A agonism; P47898; HTR5A agonist assay, luminescence, cell-based; activation, % at 9.3 µM; hit rate 0.61% among 340,000; in the data active = activation mostly above about 9.5%, no sharp cut-off; inactive = mostly below about 7.6%;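 note: 0% = cells with vehicle only and 100% = reference agonist; strong numbers were not always called active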
Target sequence (P47898 whole entry, looked up): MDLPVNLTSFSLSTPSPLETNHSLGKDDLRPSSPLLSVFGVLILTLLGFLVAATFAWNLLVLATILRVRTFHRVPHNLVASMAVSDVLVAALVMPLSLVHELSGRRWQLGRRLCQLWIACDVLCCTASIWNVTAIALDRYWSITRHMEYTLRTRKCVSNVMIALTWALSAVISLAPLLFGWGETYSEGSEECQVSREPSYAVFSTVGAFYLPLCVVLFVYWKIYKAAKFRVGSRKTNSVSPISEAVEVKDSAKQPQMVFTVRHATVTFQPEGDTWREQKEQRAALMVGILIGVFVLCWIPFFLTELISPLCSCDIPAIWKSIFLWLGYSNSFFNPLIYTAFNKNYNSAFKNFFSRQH
PKA-R1A act – activators of PKA-R1A complex; P00514+P68181; PKA-R1A dissociation, Cy5-IP20 fluorescence polarization; scaled: DMSO 0%, 113 µM cGMP 100%; activation, % at 11.4 µM; hit rate 0.083% among 340,000; AID 504707;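 active = percent activation above the mean of all tested compounds plus 3 SD, cut at about 19% in these data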;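 note: higher means more PKAc released from R1A so a rise in polarization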
HTR5A inv ctr – inverse agonist of human HTR5A in OPRM1-OPRD1 counter-screen | hit rate 0.083% among 340,000 | P47898 | inhibition, % at 9.3 µM | HTR5A cell line, luminescence, inverse agonism; in the data active = inhibition mostly above about 23%, no sharp cut-off; inactive = mostly below about 18%;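 note: 0% = cells with DMSO and 100% = no-cell wells with DMSO; some compounds called inactive have numbers as strong as hits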
AddAB inh – less growth of phage-infected E. coli with AddAB. E. coli expressing H. pylori AddAB, absorbance growth. inhibition, % at 11.9 µM. hit rate 0.29% among 330,000. AID 435030; in the data active = inhibition above about 12%;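 note: 0% = vehicle wells of infected cells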
MOR-DOR ag – OPRM1-OPRD1 heterodimerization agonism | activation, % at 9.3 µM | hit rate 0.3% among 340,000 | cells, luminescence; in the data active = activation above about 18%;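 note: 0% = vehicle-treated cells and 100% = reference agonist; values of inactives mirror those of a sister screen read the other way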
E coli growth – counter-screen for AddAB inhibitors: E. coli growth inhibition | inhibition, % at 11.9 µM | hit rate 0.27% among 330,000 | E. coli V3065 growth, OD600 absorbance, 18 h | AID 449728;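 active = inhibition above the campaign's mean inhibition across all tested compounds plus 3 SD, cut at about 9.9% in these data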;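 note: uninfected addAB+ strain grown without phage in ampicillin broth; 0% = DMSO wells and 100% = ciprofloxacin 0.95 µg/ml wells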
SUMO Mot1 rescue – inhibitors of SUMOylation pathway: yeast Mot1-301 growth rescue. growth rescue, % at 18.8 µM. AID 2716. hit rate 1% among 320,000. S. cerevisiae Mot1-301 growth rescue, ATP luminescence, 38.5C; percent above DMSO median, 100 means doubled;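 active = every valid replicate shows activation above 250% relative to neutral control wells; inactive = the rest, any valid replicate at or below 250%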;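 note: OY570 slx delta 5 strain wells were the positive control but not used for scaling; some compounds called inactive have numbers as strong as hits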
DSG3 Ab inh – inhibitors of pemphigus antibody binding to human desmoglein-3. hit rate 0.48% among 310,000. P32926. binding (percent of control), % at 10 µM. DSG3-coupled beads, scFv-anti-DSG3-GFP binding, flow cytometry; active compounds read low;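 active = binding more than 3 SD below its plate's average and above zero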;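 note: hits lower antibody fragment binding to DSG3; some compounds called inactive have numbers as strong as hits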
OPRM1-OPRD1 inv – inverse agonists of human mu-delta opioid receptor heterodimerization; inhibition, % at 9.3 µM; P35372+P41143; hit rate 0.21% among 340,000; cell-based MOR-DOR heterodimer luminescence, inverse agonism; in the data active = inhibition above about 22%, passing the limit was not always enough;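 note: 0% = cells with DMSO and 100% = wells without cells with DMSO; values of inactives mirror those of a sister screen read the other way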
* marks the source's active call; other numbers are inactive results; nt = not tested or not shown.

Compound,phage Ecoli inh,PfHsp90 set2,HTR5A ag ctr,PKA-R1A act,HTR5A inv ctr,AddAB inh,MOR-DOR ag,E coli growth,SUMO Mot1 rescue,DSG3 Ab inh,OPRM1-OPRD1 inv
CN(C(=O)c1ccccc1C(=O)OCC(=O)c1ccccc1)c1ccccc1,1.9,-3.5,1.2,-16.2,-4.2,2.0,-2.8,-0.5,0.7,93.6,14.4
O=C(Nc1cc(S(=O)(=O)N2CCCCCC2)ccc1OCC(F)(F)F)c1ccc(=O)[nH]c1,1.7,0.6,-4.0,7.6,10.0,1.6,0.0,1.1,-8.7,nt,-0.1
O=C(c1ccccc1)c1c[nH]c(C(=O)NNc2cccc(Cl)n2)c1,3.6,13.3,-3.8,1.1,-19.2,4.2,-2.8,3.0,4.4,101.8,14.3
Cn1c(=O)c2c(-c3ccccc3)n(Cc3ccccn3)cc2n(C)c1=O,2.5,-2.3,-1.9,-11.0,-40.7,1.4,-1.5,0.9,-1.1,103.4,8.6
S=C(Nc1ccccc1)N1CCN(Cc2ccccc2)CC1,-2.1,-4.9,3.2,-0.7,-9.1,1.8,-2.4,0.0,9.1,101.4,12.8
O=C(COC(=O)c1ccc(O)cc1)c1ccc2c(c1)OCCO2,2.3,nt,1.0,-6.3,-2.5,nt,-1.9,nt,nt,100.3,9.7
CC(C)[C@@H](C(=O)O)N(Cc1cccc(CN([C@H](C(=O)O)C(C)C)S(C)(=O)=O)c1)S(C)(=O)=O,0.5,4.5,0.9,-13.5,0.2,4.2,-1.8,-0.3,-6.2,95.8,8.4
COCCNC(=O)CN(C(=O)Cn1nnc2ccccc21)c1ccc(C)cc1,2.4,9.4,-4.1,-2.0,11.2,0.9,-5.2,3.2,-8.3,102.9,24.2
Cc1ccc2nc(-c3ccc(Br)cc3)cn2c1,3.9,-5.8,2.8,3.3,5.1,1.8,2.6,-0.2,-1.0,109.9,-14.1
Cc1ccc(S(=O)(=O)CCC(O)c2ccc(Cl)cc2)cc1 (centres undefined),1.4,-9.9,-0.7,-1.7,2.9,0.7,-0.6,-4.5,4.9,91.7,3.3
NC(=O)NOCc1c(Cl)cccc1Cl,4.3,-5.7,-0.7,1.4,1.7,2.4,-0.2,3.3,47.7,96.8,1.2
O=C(CSc1nc(O)cc(=O)[nH]1)N1CCCc2ccccc21,2.6,58.1,1.4,2.6,-10.8,-0.2,-1.3,0.0,-8.1,101.3,6.6
N=C1SCC(=O)N1/N=C/c1ccccc1,2.1,6.7,2.0,-1.3,-5.7,-0.2,-2.3,-1.4,3.8,105.2,11.7
O=C(NCc1ccc(Cl)cc1)C1CCN(S(=O)(=O)c2ccccc2)CC1,-0.1,-8.7,-5.8,-17.4,14.7,6.0,-1.8,1.3,-18.1,nt,8.2
Cc1cc(OCC(=O)OCC(=O)Nc2ccc(Cl)cn2)ccc1Cl,-0.9,19.3,2.8,-4.3,-17.5,0.6,8.1,-1.1,55.9,106.1,-30.2
Cc1c(C(=O)Nc2cccc(S(=O)(=O)N3CCOCC3)c2)oc2ccccc12,2.7,nt,-2.6,1.7,9.4,-1.0,-2.3,-0.4,-4.9,94.3,12.1
Cc1cc(C)c(C)c(S(=O)(=O)NCc2ccncc2)c1C,-1.2,0.2,5.3,-5.5,-14.0,3.3,0.1,-0.1,53.2,nt,-1.2
CCOC(=O)C1CCN(C(=O)COC(=O)c2nc3nc(C)cc(C)n3n2)CC1,0.8,nt,1.3,2.2,-3.2,0.9,-2.4,-2.7,3.7,104.0,12.5
COc1ccc(Cl)cc1N(CC(=O)Nc1cccc(SC)c1)S(C)(=O)=O,1.0,-11.2,8.0,2.6,-45.5,-0.5,-1.1,-0.7,-14.7,84.9,5.8
COc1cc(N)c(Cl)cc1C(=O)OCC(=O)N(C)C1CCCCC1,1.3,3.2,-4.8,0.3,12.1,2.6,-0.9,-0.3,-11.8,nt,3.6
Cc1nc2cc(NC(=O)NCc3ccco3)ccc2n1C,-1.0,32.4,2.6,-2.5,9.5,2.1,-3.5,-0.2,-8.7,nt,16.0
COCc1cc(C)n(CC(=O)N2CCCC2)c(=O)c1C#N,3.2,-14.3,-2.5,3.3,6.6,0.1,-3.2,1.1,275.6,100.6,16.1
C=CCn1c(=NC(=O)c2ccc(S(=O)(=O)N3CCCC3)cc2)sc2cc(NC(C)=O)ccc21,5.9,-1.1,-1.4,4.3,-17.5,1.3,-3.2,-1.6,-9.7,120.0,17.1
CCCc1c(C(=O)Nc2ccc(F)cc2F)cnn1-c1ccccc1,0.3,1.2,6.4,-14.7,10.9,-1.5,-3.5,0.2,8.1,nt,17.3
CC1(C)CC(=O)C(N=Nc2c(F)cccc2F)=C(O)C1,1.2,24.9,nt,nt,nt,-0.8,nt,-1.4,-9.6,91.6,nt
Cc1cccc(OCCC(=O)OCC(=O)Nc2c(C)nn(-c3ccccc3)c2C)c1,4.9,nt,-1.2,-5.3,22.2,2.2,-0.8,3.4,36.9,121.0,5.2
Cc1ccc(/C=C2/C(=N)N3N=C(CC(=O)N4CCCC4)SC3=NC2=O)cc1,1.1,-14.5,-1.2,-0.3,-19.2,0.7,-2.2,-1.1,-26.3,102.6,11.4
CCc1nn(CC(=O)N2CCN(CC)CC2)c(=O)c2cc3sccc3n12,-2.3,5.7,6.0,-5.9,-15.8,4.6,-2.4,1.2,-4.9,113.3,11.9
CCc1ccccc1NC(=O)COC(=O)C1C2CC3OC(=O)C1C3C2 (centres undefined),3.6,18.6,4.5,4.0,-12.8,5.5,-2.1,1.7,-7.1,99.5,13.3
Cc1c(/C=N/NC(=O)c2ccc(Br)o2)cnn1C,2.2,8.4,nt,nt,nt,3.1,nt,1.1,-6.3,98.2,nt
Cc1ccc(-c2nnc(SCC(=O)N/N=C/c3ccccc3C(=O)O)n2-c2ccc(C)cc2)cc1,-2.0,14.9,8.1,-9.2,-22.1,2.2,0.6,1.1,-3.3,94.4,-3.1
CC(C)CN1C(=O)c2ccc(C(=O)Nc3ccc(OCC(=O)O)cc3)cc2C1=O,-0.5,-0.1,-0.9,7.9,3.6,-0.2,-1.4,0.1,9.8,98.2,6.5
CC1(C2CC2)NC(=O)N(CC(=O)NCc2ccc(Cl)cc2Cl)C1=O (centres undefined),0.2,0.3,1.8,-8.2,-4.9,0.3,-1.0,-0.7,-10.6,nt,4.0
CCCCCN=Cc1c(C)[nH]n(-c2nc3ccccc3s2)c1=O,-0.9,35.6,-4.2,-2.1,-5.3,3.9,-2.8,-1.3,-20.4,102.6,13.7
COc1ccccc1NCCC(=O)OCC(=O)Nc1cccc(S(=O)(=O)N(C)C)c1,-0.4,12.4,-0.2,-1.3,0.6,0.1,-1.7,-1.2,-10.2,nt,6.5
COc1ccc(CN2CCN(c3ncccn3)CC2)c(C)c1C,0.4,-4.0,9.5,4.3,3.4,3.7,5.4,0.9,6.9,116.1,-27.8
C/C(=N\OCC(=O)Nn1c(C)nc2ccccc2c1=O)c1cccs1,-4.0,-10.7,2.2,-0.2,-6.6,1.7,-3.0,-0.7,-9.0,nt,14.7
O=C(CN1CCN(Cc2ccccc2Cl)CC1)N=Nc1c(O)[nH]c2ccccc12,5.8,14.0,-2.9,-3.7,9.9,5.1,-1.6,0.1,1.8,99.8,8.3
Cc1ccc(C(C(=O)NC2CCCC2)N2CCc3ccccc32)cc1 (centres undefined),1.9,-18.6,6.7,4.3,-18.7,2.1,-0.2,0.7,9.5,102.0,1.1
CCOC(=O)CSc1nc(N)c(C#N)cc1C#N,3.4,3.8,-2.5,2.2,13.3,5.7,-1.3,1.8,-0.7,103.6,8.9
O=C(COC(=O)CCc1ccccc1)Nc1ccccc1OC(F)F,4.2,4.9,-0.7,7.0,2.1,-1.8,-1.2,0.4,18.1,105.5,6.6
CCCc1nnc(SCC(=O)N2CCOCC2)n1CC1CCCO1 (centres undefined),5.3,-31.2,0.3,-11.7,-21.9,1.0,-1.8,1.0,4.9,97.5,9.4
O=C(Nc1ccccc1)c1ccc(NCC2CCCO2)c([N+](=O)[O-])c1 (centres undefined),3.7,-5.9,2.5,-5.0,12.6,5.1,-4.2,3.5,12.9,84.6,21.3
CCC(C)/C(C)=N/NC(=O)c1ccc(CSc2nc3ccccc3s2)cc1 (centres undefined),4.0,-56.2,3.8,1.6,-4.0,-0.6,-0.5,-1.2,-21.9,109.7,2.8
O=C(NC1CCCCC1)c1ccc(-c2ccc(Cl)cc2)o1,4.0,-5.9,-1.7,9.7,1.7,2.0,5.0,0.0,nt,97.9,-32.2
Cc1cccc(NC(=O)N(Cc2cc3cc(C)cc(C)c3[nH]c2=O)CC2COCCO2)c1 (centres undefined),0.1,nt,1.7,0.0,-24.9,2.3,-2.4,0.0,32.8,99.7,12.1
CCN(CC(=O)NC(=O)NC1CCCCC1)Cc1ccccc1,1.6,nt,-0.9,-4.4,-12.6,5.7,0.3,1.9,-20.5,102.8,-1.5
CC(OC(=O)C1CC(=O)N(Cc2ccco2)C1)C(=O)Nc1ccccc1[N+](=O)[O-] (centres undefined),3.5,1.1,1.5,3.9,25.7,2.3,-1.2,0.9,-1.3,97.9,4.7
O=C(c1cccs1)N1CCC(c2nc3c(nnn3Cc3ccccc3Cl)c(=O)[nH]2)CC1,-0.1,-7.4,5.3,-11.0,-8.6,1.8,-2.7,-0.7,14.0,114.3,14.5
CC1CCC(NC(=O)COC(=O)CSc2ccc(C(N)=O)cc2[N+](=O)[O-])CC1 (centres undefined),2.4,nt,5.2,-10.9,5.7,0.3,0.8,1.7,-15.3,107.6,-5.1

The list goes on:
Compound,phage Ecoli inh,PfHsp90 set2,HTR5A ag ctr,PKA-R1A act,HTR5A inv ctr,AddAB inh,MOR-DOR ag,E coli growth,SUMO Mot1 rescue,DSG3 Ab inh,OPRM1-OPRD1 inv
CN(C)C(=O)CCC(=O)N1CCCC(C(=O)c2ccc3c4c(cccc24)CC3)C1 (centres undefined),-2.9,nt,-5.0,10.3,-50.4,2.0,-2.9,-0.5,15.7,107.0,15.3
Cc1ccc(S(=O)(=O)N2CCc3ccccc3C2CN2C(=O)c3ccccc3C2=O)cc1 (centres undefined),-2.4,0.7,1.9,1.9,1.1,-2.9,1.5,-0.2,6.9,105.7,-8.9
O=C(CCN1C(=O)[C@@H]2Cc3ccccc3CN2C1=O)N[C@@H](C(=O)O)c1ccccc1,2.2,-3.8,-3.9,-13.6,3.9,3.5,-2.2,3.7,-12.2,94.8,12.1
COc1ccccc1-c1nnc(SCC(=O)NC2CCCCC2)o1,2.1,-5.3,-0.8,-0.6,2.1,4.2,-2.8,-1.9,-4.7,107.3,14.0

2 of the compounds above, with values under each structure:
The line under a structure holds: phage Ecoli inh	PfHsp90 set2	HTR5A ag ctr	PKA-R1A act	HTR5A inv ctr	AddAB inh	MOR-DOR ag	E coli growth	SUMO Mot1 rescue	DSG3 Ab inh	OPRM1-OPRD1 inv
Cc1c(/C=N/NC(=O)c2ccc(Br)o2)cnn1C
    2.2	8.4	nt	nt	nt	3.1	nt	1.1	-6.3	98.2	nt
Cc1ccc(-c2nnc(SCC(=O)N/N=C/c3ccccc3C(=O)O)n2-c2ccc(C)cc2)cc1
    -2.0	14.9	8.1	-9.2	-22.1	2.2	0.6	1.1	-3.3	94.4	-3.1

Screening results as filed in PubChem.
